Anthrax LF prot: blocks Bacillus anthracis lethal factor protease. multiplex microsphere protease cleavage assay, LF. inhibition, % at 10 µM. 360,000 compounds, 0.12% hits; further: plate controls were buffer without enzyme for full effect and enzyme alone for no effect
PriA SSB inh: K. pneumoniae PriA-SSBct interaction inhibition; AlphaScreen SSBct-PriA binding, biotinylated peptide; 430,000 compounds, 0.6% hits; inhibition, % at 33 µM; AID 1272365; in the data active means inhibition mostly above about 37%, no sharp cut-off; inactive means mostly below about 20%;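 further: plate controls were negative control peptide for no effect and reference peptide for full effect; strong numbers were not always called active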
MazEF act: increases E. coli MazEF RNase cleavage of RNA. P0AE70. FAM/BHQ RNA-DNA oligo cleavage fluorescence, 5 h. activation, % at 20 µM. 350,000 compounds, 0.32% hits. AID 504720; in the data active means activation above about 50%
Target sequence (P0AE70 whole entry, looked up): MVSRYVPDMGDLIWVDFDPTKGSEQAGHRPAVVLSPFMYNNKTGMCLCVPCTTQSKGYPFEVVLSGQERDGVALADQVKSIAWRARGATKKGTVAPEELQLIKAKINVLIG
CCHF vOTU inh: blocks the CCHF virus ovarian tumor domain protease; CCHFV vOTU protease, Pep-AMC fluorescence; 370,000 compounds, 0.55% hits; AID 651958; inhibition, % at 11.5 µM; in the data active means inhibition above about 30%; further: 0% = vehicle wells with enzyme and 100% = no enzyme wells
VHR inh abs: inhibitors of human VHR1 phosphatase (DUSP3); 290,000 compounds, 0.52% hits; recombinant VHR phosphatase, pNPP absorbance; inhibition, % at 13.3 µM; in the data active means inhibition above about 50%; further: some compounds called inactive have numbers as strong as hits
Target sequence (P51452 whole entry, looked up): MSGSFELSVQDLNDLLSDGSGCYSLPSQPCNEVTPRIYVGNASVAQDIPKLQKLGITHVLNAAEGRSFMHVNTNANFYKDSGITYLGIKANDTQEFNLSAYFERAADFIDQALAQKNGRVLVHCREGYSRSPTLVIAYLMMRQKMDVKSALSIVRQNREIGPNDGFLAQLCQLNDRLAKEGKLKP
Rv3671c protease: Rv3671c (M. tuberculosis) protease inhibition; P9WHR9; inhibition, % at 5.96 µM; AID 2606; 320,000 compounds, 0.048% hits; in the data active means inhibition above about 38%;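 further: extracellular domain of Rv3671c used as enzyme; 0% = enzyme with DMSO and 100% = no enzyme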
Target sequence (P9WHR9 whole entry, looked up, the tested form may be a part): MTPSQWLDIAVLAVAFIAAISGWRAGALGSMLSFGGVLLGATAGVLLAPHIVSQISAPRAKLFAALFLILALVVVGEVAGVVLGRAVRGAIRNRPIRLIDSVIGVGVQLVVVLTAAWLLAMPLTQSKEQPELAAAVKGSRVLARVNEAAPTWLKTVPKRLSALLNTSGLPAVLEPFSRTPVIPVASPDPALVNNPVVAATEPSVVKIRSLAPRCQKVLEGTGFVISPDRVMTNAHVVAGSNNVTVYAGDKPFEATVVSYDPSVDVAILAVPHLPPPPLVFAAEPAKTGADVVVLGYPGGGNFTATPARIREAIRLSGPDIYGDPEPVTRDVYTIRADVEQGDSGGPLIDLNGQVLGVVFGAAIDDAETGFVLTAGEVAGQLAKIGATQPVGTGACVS
BoNT-F LC inh: inhibitors of Botulinum neurotoxin F light chain protease. Multiplex microsphere protease cleavage assay, flow cytometry. inhibition, % at 10 µM. 360,000 compounds, 0.22% hits. AID 588497; in the data active means inhibition above about 35%, passing the limit was not always enough; further: plate controls were buffer without enzyme for full effect and enzyme alone for no effect
BoNT-A LC inh2: blocks Botulinum neurotoxin A light chain protease. multiplex microsphere protease substrate cleavage, flow cytometry. inhibition, % at 10 µM. 360,000 compounds, 0.17% hits; further: plate controls were buffer without enzyme for full effect and enzyme alone for no effect
PrPC surface inh: cell surface PrPC inhibition, primary TR-FRET screen. P04156. TR-FRET read-out. inhibition, % at 13.8 µM. 370,000 compounds, 0.43% hits. AID 720596; in the data active means inhibition above about 24%; further: 0% = median of the test wells and 100% = reference compound wells
SARS 3CLpro inh: SARS-CoV 3CLpro protease inhibition | P0C6X7 | recombinant SARS-CoV 3CLpro, quenched FRET peptide cleavage | inhibition, % at 6 µM | 290,000 compounds, 0.14% hits | AID 1706; in the data active means inhibition above about 12%
* = called active by the depositor; / = no result given; & = joins results of further samples. Unless noted, no stated cut-off is given here; in the data, active means inhibition above about 30%; inconclusive means no clear call, values can overlap the other calls; inactive means below that.

SMILES | Anthrax LF prot | PriA SSB inh | MazEF act | CCHF vOTU inh | VHR inh abs | Rv3671c protease | BoNT-F LC inh | BoNT-A LC inh2 | PrPC surface inh | SARS 3CLpro inh
COc1ccccc1-c1nnc2sc(COc3ccc(Cl)cc3Cl)nn12 | -2 | -11 | 4 | 0 | 19 | -9 | -16 | -0.2 | -2 | -2
CCOC(=O)N1CCN(Cc2nc3c(c(=O)n(C)c(=O)n3C)n2CCCc2ccccc2)CC1 | -3 | -6 | -17 | 3 | 7 | -1 | 3 | 1.5 | -6 | -4
COCCN(C(=O)Nc1ccc(OC)cc1OC)C1CCN(C(C)C)CC1 | -8 | -2 | 0 | -23 | -2 | -3 | -11 | -0.3 | 7 | 3
CC(C)C(=O)NC(c1cccc([N+](=O)[O-])c1)c1c(O)ccc2ccccc12 (centres undefined) | -2 | -5 | 9 | 3 | 5 | -4 | 7 | 0.9 | 0 | 3
O=C(Nc1c(C(=O)N2CCOCC2)cnn1-c1ccccc1)c1ccccc1 | -2 | -7 | 3 | 4 | -4 | 4 | 5 | -1.4 | -5 | 3
CC(C)=CCc1c(O)c(CC=C(C)C)c2occ(-c3ccc(O)cc3)c(=O)c2c1O | -2 | 12 | -7 | 13 | 26 | -22 | -10 | -0.7 | 0 | /
O=C(CCN1C(=O)[C@@H]2Cc3ccccc3CN2C1=O)N[C@@H](Cc1ccccc1)C(=O)O | 3 | -2 | -7 | -1 | 12 | 5 | -4 | -0.5 | 6 | -1
COc1ccccc1N1C(=O)C2CC=CC(C)C2C1=O (centres undefined) | 4 | -8 | -6 | 26 | 8 | 2 | -3 | -0.1 | 3 | -3
CC(=O)Nc1ccc(S(=O)(=O)Nc2cc(Cl)ccc2N2CCOCC2)cc1 | -1 | -8 | -3 | -8 | / | 4 | -22 | 0.8 | -2 | /
NS(=O)(=O)c1ccc(N2CCN(S(=O)(=O)Cc3ccccc3)CC2)nc1 | -5 | -8 | -20 | 0 | / | -3 | 3 | 0.1 | -1 | /
CCN(CC)S(=O)(=O)c1ccc(NC(=O)COC(=O)CNC(=O)C2CCCCC2)cc1 | / | -7 | -2 | 6 | / | / | / | / | 4 | /
CC1CN=C(NCc2ccccc2Cl)S1 (centres undefined) | -1 | 9 | 8 | -10 | -32 | -1 | -26 | -2.6 | 3 | -4
CSC(=O)CC(=O)NC(=O)c1ccccc1 | -2 | -2 | -10 | 3 | 6 | 3 | -6 | -4.2 | 5 | -3
CC(=O)NN1C(=O)/C(=C\c2ccc(Br)o2)SC1=S | 2 | 5 | 8 | 13 | -14 | -22 | 3 | 7.2 | -2 | 0
CC(=O)Nc1ccc(S(=O)(=O)N2CCC3(CC2)CC(=O)c2ccccc2O3)cc1 | -3 | -11 | 4 | -15 | / | -4 | -5 | -1.2 | -3 | /
COc1cc([N+](=O)[O-])cc([N+](=O)[O-])c1NC(=O)N1CCOCC1 | 1 | -4 | 3 | 25 | 6 | 1 | 2 | -0.5 | -19 | 2
OC1CCCC1NCc1ccnc2cc(Cl)ccc12 (centres undefined) | -5 | -15 | 9 | 5 | / | / | 11 | 0.3 | 0 | /
CSc1ccc(/C=N/NC(=O)c2ccccc2Cl)cc1 | -7 | / | 4 | 18 | -3 | -12 | -7 | -0.2 | 4 | -1
Cc1nc(-c2cccc(-c3noc(C)n3)c2)no1 | -3 | -2 | 4 | -4 | -11 | 3 | -4 | -0.2 | -2 | 5
COC(=O)Cc1csc(NC(=O)c2ccc3ncsc3c2)n1 | 1 | -1 | 7 | 2 | / | -8 | -8 | 1.9 | -4 | /
COc1ccc(S(=O)(=O)N2CCCCCC2)cc1NS(=O)(=O)c1cc(C(=O)O)cc(C)c1C | / | -6 | 3 | 23 | / | -9 | / | / | -5 | /
COC(=O)c1cc2ccsc2n1CC(=O)NCC1CCCO1 (centres undefined) | -2 | -6 | 4 | 8 | 27 | 5 | -10 | -0.7 | 0 | -1
Cc1ccc2nc3n(c(=O)c2c1)-c1cc2ccccc2cc1C(=O)NC3Cc1ccc(O)cc1 (centres undefined) | -4 | / | -33 | -3 | / | / | -2 | -0.4 | -4 | /
COC(=O)c1c(NC(=O)CSc2ncn[nH]2)sc(C)c1C | -5 | 4 | / | 5 | / | -3 | 7 | -0.1 | 5 | /
On1c(-c2ccccc2)nc2ncccc21 | 5 | -6 | -2 | -8 | / | 7 | -3 | 0.2 | -1 | 1
Cc1ccc(O)c(C(=O)c2cc(C#N)c(=O)n(-c3c(C)n(C)n(-c4ccccc4)c3=O)c2)c1 | -1 | -13 | -218 | 2 | 21 | 7 | 0 | -0.6 | -11 | -3
Cn1nc(C(=O)OCCN2C(=O)c3ccccc3C2=O)c2ccccc2c1=O | / | -11 | 3 | 5 | 33 | -5 | / | / | -3 | -2
Cc1ccc(S(=O)(=O)N2CCN(C(=O)CSc3nccn3C)CC2)cc1 | 3 | -8 | 2 | -4 | 13 | 10 | -2 | -0.9 | 4 | 2
COc1ccc(C(=O)Nc2ccc(NC(=O)CSc3nnc(-c4ccncc4)n3C)cc2)cc1 | -8 | 1 | 12 | 2 | 19 | 7 | 2 | -3.8 | -6 | -10
CCCCn1c(CNC(=O)c2cccs2)nc2ccccc21 | 0 | -8&-1 | 3 | 3 | 42 | 1 | 0 | -0.3 | 1 | -1
COc1cc(NC(=O)COc2ccccc2Cl)ccc1NC(=O)c1cccs1 | 13 | -3 | -30 | -11 | 8 | -11 | 2 | -2.2 | 19 | -4
Nc1ccc[n+](Cc2ccccn2)c1 | -1 | -17 | -5 | -4 | 11 | -1 | -1 | 0.2 | 2 | 2
CCc1nc2c(OCc3cc(Cl)cc(Cl)c3)cccn2c1N(C)C(=O)c1ccccc1F | -3 | / | / | 10 | / | / | -4 | -0.5 | 16 | /
O=C(NN=Cc1ccccc1Cl)c1ccc(-n2cnnn2)cc1 | -2 | -15 | 8 | 12 | / | 3 | -14 | -9.3 | -14 | /
O=C(COC(=O)C1(c2ccc(F)cc2)CCCC1)N1CCOCC1 | -3 | -6 | -1 | -7 | -22 | 0 | -6 | 0.1 | 3 | -3
O=C(CN(c1ccccc1)S(=O)(=O)c1ccccc1)NCCSCc1ccco1 | -4 | 1 | -4 | 15 | -8 | -6 | -9 | 0.0 | 1 | 8
CCCCCn1c(CN2CCN(C(=O)OCC)CC2)nc2c1c(=O)n(C)c(=O)n2C | 4 | -10 | -1 | -16 | / | 4 | -1 | 1.2 | -4 | -5
Cc1ccc(CN2CCN(CC(=O)N=Nc3c(O)[nH]c4ccccc34)CC2)cc1 | 0 | 0 | 3 | 6 | 13 | -4 | 1 | -0.1 | -28 | 4
COCCNC(=O)c1ccccc1NC(=O)c1ccc(Cl)c(S(=O)(=O)Nc2ccc(C)cc2C)c1 | -3 | 4 | -3 | -9 | 14 | -69 | 2 | -0.1 | 8 | -2
Cc1ccc(CN2CCN(/N=C/c3cc(Br)ccc3F)CC2)cc1 | -6 | / | 0 | 6 | -12 | -9 | 2 | -4.2 | 0 | 0

Complete entries, quoted from the list. Values in the order: Anthrax LF prot	PriA SSB inh	MazEF act	CCHF vOTU inh	VHR inh abs	Rv3671c protease	BoNT-F LC inh	BoNT-A LC inh2	PrPC surface inh	SARS 3CLpro inh
COc1cc(NC(=O)COc2ccccc2Cl)ccc1NC(=O)c1cccs1 across the screens: 13	-3	-30	-11	8	-11	2	-2.2	19	-4
O=C(CN(c1ccccc1)S(=O)(=O)c1ccccc1)NCCSCc1ccco1 across the screens: -4	1	-4	15	-8	-6	-9	0.0	1	8
O=C(NN=Cc1ccccc1Cl)c1ccc(-n2cnnn2)cc1 across the screens: -2	-15	8	12	/	3	-14	-9.3	-14	/
CCCCCn1c(CN2CCN(C(=O)OCC)CC2)nc2c1c(=O)n(C)c(=O)n2C across the screens: 4	-10	-1	-16	/	4	-1	1.2	-4	-5

Continued.
SMILES | Anthrax LF prot | PriA SSB inh | MazEF act | CCHF vOTU inh | VHR inh abs | Rv3671c protease | BoNT-F LC inh | BoNT-A LC inh2 | PrPC surface inh | SARS 3CLpro inh
CCOc1cc(N2CCOCC2)c(OCC)cc1NC(=O)C1=NN(c2cccc(C)c2)C(=O)CC1 | -3 | 2 | 3 | 5 | 8 | 1 | -4 | -0.7 | 11 | 4
COc1ccc(C(=O)COC(=O)C(C(C)C)N2C(=O)C3C4C=CC(C4)C3C2=O)cc1 (centres undefined) | -5 | 3 | -4 | 1 | 23 | 0 | 7 | -0.4 | -2 | -6
COC(=O)[C@H](CCSC)NC(=O)NCc1cccs1 | -5 | -12 | -4 | 12 | 15 | -2 | -14 | -0.3 | 3 | 2
O=C(CNC(=O)c1cccc(OC(F)F)c1)OCc1cc(=O)n2cc(Br)ccc2n1 | 3 | -23 | 0 | -1 | -9 | -8 | 17 | 2.7 | -5 | 4
Cc1ccc2nc(SCC(=O)N3CCC(C)CC3)nc(=O)n2c1 | -1 | -16 | -1 | 10 | / | 0 | 2 | -2.4 | 8 | /
CCc1nnc(NC(=O)C2CCCN2C(=O)Nc2ccccc2OC)s1 (centres undefined) | 7 | -1 | 2 | 5 | 26 | -9 | 14 | 1.9 | 7 | -6
O=c1[nH]cc(S(=O)(=O)c2ccccc2)[nH]1 | 3 | -13 | -3 | -1 | 16 | 4 | 10 | 3.1 | -2 | -2
Cc1ccc(S(=O)(=O)n2cc(C=O)c3ccccc32)cc1 | 0 | 14&-16 | -1 | -7 | 12 | -4 | 0 | 0.4 | 7 | 3
O=C(COCc1cc(-c2ccc3c(c2)OCO3)on1)N1CCN(c2cccc(C(F)(F)F)c2)CC1 | / | -5 | -14 | 17 | 4 | -1 | / | / | 3 | 7
CCCC(=O)C1=C(N2CCCCC2)CC(C)(C)C(C(=O)OC)C1=O (centres undefined) | -3 | -10 | 8 | 3 | 25 | 0 | -5 | -0.2 | -2 | 0
O=C(Nc1ccc(Cl)cc1)[C@@H]1[C@@H]2C(=O)N(c3cccc(F)c3)C(=O)[C@@H]2[C@H]2C=CC=NN21 | 2 | 2 | 6 | 4 | 12 | -2 | 2 | 1.3 | 1 | -1
O=C(CN1CCNC(=O)C1)NCCc1ccc(Cl)cc1Cl | -1 | -11 | -1 | -4 | 4 | -1 | -4 | -0.3 | -5 | 0
COc1ccc(OC)c(C(O)C(C)N)c1 (centres undefined) | -3 | -4 | 5 | 0 | -15 | 2 | 1 | -0.6 | 11 | 0
CC(=O)c1cccc(NC(=O)c2cc3ccccn3n2)c1 | -11 | 0 | 9 | 3 | 27 | -6 | -12 | -0.9 | 3 | -4
O=C(Nc1ccc2c(c1)OCCO2)c1cnn(-c2ccccc2)n1 | -2 | -10 | 5 | 7 | / | -12 | -5 | 0.3 | -3 | /
O=C(NCC(=O)N1CCN(c2ccccc2)CC1)c1cccs1 | -4 | 28 | -1 | -10 | 13 | 5 | 0 | -1.2 | 4 | 1
COC(=O)C1=C(c2cccc(C#N)c2)C[C@@H]2CC[C@H]1N2C(=O)NC1CCCCC1 | -10 | 7 | 19 | 7 | / | 12 | 0 | -0.7 | 3 | /
Cc1nc(N)[nH]c(=O)c1CCC(=O)OCC(C)C | -2 | -1 | -1 | 4 | -9 | -1 | -3 | -1.5 | -4 | -1
COc1ccccc1-[n+]1c(C)cc(/C=C2\Sc3ccccc3N2C)cc1C | 40* | / | -199 | 8 | 11 | -2 | -2 | 88* | 17 | 2
OC[C@@H]1CN(Cc2cccs2)C[C@H](n2cnc3c(NCc4ccc(F)cc4)ncnc32)O1 | -6 | / | / | 5 | / | / | 0 | -0.4 | -2 | /
COc1ccccc1N1CCN(C2CCCN(C(=O)Cn3cccn3)C2)CC1 (centres undefined) | 2 | -2 | 0 | 5 | 1 | 1 | 4 | -0.2 | 0 | 0
COc1ccc(C(=O)NC(CC(C)C)C(=O)O)cc1 (centres undefined) | -1 | 2 | 9 | 2 | / | 6 | 4 | 0.0 | -3 | /
Nn1c(-c2ccc(O)cc2)nnc1-c1ccc(O)cc1 | -4 | -1 | 2 | 1 | 13 | -7 | 10 | 3.6 | 7 | 2

An excerpt, so the mix of outcomes need not match the whole.
